High-throughput results (PubChem)
KCNQ1 block – human KCNQ1 channel inhibition; CHO-K1 KCNQ1, FluxOR thallium flux fluorescence; active compounds read high; B-score at 10 µM; P51787; 310,000 tested, 1.3% active;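 active = compounds whose thallium flux B-score, printed positive for inhibition, exceeds three library SD while starting fluorescence stays within three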;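 also: channel opened by potassium depolarization with thallium stimulus after 20 min compound exposure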
Target sequence (P51787 whole entry, looked up): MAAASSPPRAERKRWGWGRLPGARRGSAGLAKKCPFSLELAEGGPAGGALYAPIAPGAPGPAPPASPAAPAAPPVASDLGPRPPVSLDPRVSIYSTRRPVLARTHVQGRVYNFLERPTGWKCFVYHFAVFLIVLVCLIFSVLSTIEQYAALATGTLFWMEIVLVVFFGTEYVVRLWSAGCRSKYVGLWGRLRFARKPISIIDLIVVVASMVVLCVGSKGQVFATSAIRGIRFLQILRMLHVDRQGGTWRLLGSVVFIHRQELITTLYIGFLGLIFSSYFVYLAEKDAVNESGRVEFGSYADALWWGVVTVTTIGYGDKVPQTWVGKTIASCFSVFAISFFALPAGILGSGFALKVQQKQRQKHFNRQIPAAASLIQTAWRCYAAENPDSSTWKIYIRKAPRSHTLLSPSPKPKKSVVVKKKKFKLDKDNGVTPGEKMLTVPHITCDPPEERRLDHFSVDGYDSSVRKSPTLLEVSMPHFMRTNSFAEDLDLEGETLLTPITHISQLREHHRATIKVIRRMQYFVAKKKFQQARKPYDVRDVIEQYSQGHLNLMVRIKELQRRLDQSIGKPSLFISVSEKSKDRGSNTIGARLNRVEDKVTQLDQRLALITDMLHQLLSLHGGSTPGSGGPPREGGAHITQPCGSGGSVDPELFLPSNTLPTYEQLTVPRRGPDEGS
KCNK3 block – human KCNK3 channel inhibition, primary screen; O14649; CHO-KCNK3 thallium flux, FluxOR fluorescence; active compounds read low; B-score at 10 µM; 340,000 tested, 0.84% active;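 active = B-score under library mean minus 4 SD, starting fluorescence ratio at most library mean plus 5 SD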;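 also: more negative B-score means stronger inhibition of thallium flux through KCNK3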
KCNQ1 pot – human KCNQ1 channel potentiation or activation; 310,000 tested, 0.35% active; CHO-K1 KCNQ1, thallium flux FluxOR fluorescence; active compounds read high; B-score at 10 µM; P51787;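 active = fluorescence ratio B-score, a plate-corrected score, at least three library SD, with initial intensity B-score within 5 SD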
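assay system = KCNQ1-transfected CHO-K1 cells | medium = assay buffer with matched DMSO | probe or stimulus = depolarizing K+/Tl+ stimulus, K2SO4 and Tl2SO4 each 12.5 mM in 5x stock | dosing = single dose | incubation = dye 90 min, compound 20 min, room temperature | detection = kinetic FluxOR fluorescence, 10 s baseline plus 110 s post-stimulus | evaluation = ratio B score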
RGS4 act – RGS4 potentiation or activation; 310,000 tested, 0.92% active; B-score at 10 µM; HEK293 M3R/inducible RGS4, carbachol calcium flux Fluo4; active compounds read low;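 active = B-score of the integrated calcium signal more than 4 SD below the library mean, with starting fluorescence not abnormally high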;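 also: negative B-score means reduced calcium response which marks RGS4 activation or potentiation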
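test system = HEK293 cells with stable M3R and inducible RGS4 | schedule = recording 10 s baseline at 1 Hz, 100 s post-agonist | technique = Fluo4-AM (2 µM) calcium-flux fluorescence, kinetic read | measure = Agonist-evoked peak-minus-minimum fluorescence over baseline, integrated ratio, B score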
GSK3beta inhib – inhibitors of human GSK3beta kinase; GST-GSK3beta kinase, ADP-Glo luminescence, 60 min; active compounds read low; activity score (negative = inhibition), % at 10 µM; 300,000 tested, 0.038% active; AID 2097;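 active = more than half of replicate wells score below -50%, meaning over 50% inhibition versus plate controls; inconclusive = some replicates but at most half score below -50%; inactive = no replicate scores below -50%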;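 also: 0% = median DMSO wells and -100% = median GW8510 positive control wells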
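Assay system: GST-tagged human GSK3beta kinase, cell-free; Input: 1.6 ng GSK3beta; Medium: Tris/MgCl2 kinase buffer; Timing: 60 min enzyme reaction, room temperature; Signal: ADP-Glo luminescence quantifying ADP generated by kinase; Evaluation: score relative to plate controls; Benchmarks: DMSO neutral wells and GW8510 at 20 µM as positive.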
PolyA inh – inhibitors of polyadenylation in S. cerevisiae | 300,000 tested, 0.02% active | calls only at 12 µM | S. cerevisiae SKY197-pL101 polyadenylation reporter, beta-gal luminescence; efflux-impaired pdr1/pdr3 knockout yeast; score 100 = 6 SD above DMSO;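 active = lowest replicate activity score at least 50, where 100 means six control SD above control mean; inconclusive = lowest score under 50 but half or more replicates reach 50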;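 also: yeast exposed to compound for 9 h at 30 °C; higher score means more reporter readthrough which indicates perturbed polyadenylation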
DYRK1A inh – inhibitors of rat Dyrk1A kinase. Q63470. ADP-Glo luminescence, NFATc1 peptide. inhibition, % at 12.5 µM. 310,000 tested, 0.43% active; in the data active = inhibition above about 50%;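 also: plate controls were vehicle with enzyme for no effect and no enzyme for full effect; many of its hits are not listed in these tables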
hERG protect – hERG (human) protection from proarrhythmic block | CHO-hERG, FluxOR thallium flux, dofetilide IC70 present | activation (rescue from dofetilide block), less the hit threshold, % at 10 µM | 310,000 tested, 0.51% active | AID 1511;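 active = activation above the mean of controls blocked by dofetilide plus 5 SD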;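 also: thallium influx through hERG after potassium depolarization seen as dye fluorescence rise; in these data hits start at about 4.7%; inactives centre near -7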
KCNK9 block – blocks the human KCNK9 two-pore domain potassium channel. Q9NPC2. HEK293 KCNK9, FluxOR thallium flux fluorescence; active compounds read low. B-score at 10 µM. 310,000 tested, 1.2% active;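 active = ratio B-score over 3 SD below the library mean, with starting fluorescence within 5 SD of its mean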;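 also: negative B-score means less thallium flux so channel inhibition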
GSK3 alpha inh – human GSK-3 alpha kinase inhibition; 320,000 tested, 0.1% active; inhibition, % at 10 µM; ADP-Glo luminescence, 60 min;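 in the data active = inhibition above about 50%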;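 also: GST-tagged GSK-3 alpha with peptide substrate and 25 µM ATP; 0% = DMSO neutral wells and 100% = GW8510 positive control wells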
HDAC3 inhib – human HDAC3 inhibition. O15379. recombinant HDAC3, fluorogenic peptide/trypsin coupled, fluorescence. inhibition, % at 8.3 µM. 320,000 tested, 0.15% active. AID 2718; in the data active = inhibition above about 26%, passing the limit was not always enough; inconclusive = no clear call, values can overlap the other calls
Target sequence (O15379 whole entry, looked up): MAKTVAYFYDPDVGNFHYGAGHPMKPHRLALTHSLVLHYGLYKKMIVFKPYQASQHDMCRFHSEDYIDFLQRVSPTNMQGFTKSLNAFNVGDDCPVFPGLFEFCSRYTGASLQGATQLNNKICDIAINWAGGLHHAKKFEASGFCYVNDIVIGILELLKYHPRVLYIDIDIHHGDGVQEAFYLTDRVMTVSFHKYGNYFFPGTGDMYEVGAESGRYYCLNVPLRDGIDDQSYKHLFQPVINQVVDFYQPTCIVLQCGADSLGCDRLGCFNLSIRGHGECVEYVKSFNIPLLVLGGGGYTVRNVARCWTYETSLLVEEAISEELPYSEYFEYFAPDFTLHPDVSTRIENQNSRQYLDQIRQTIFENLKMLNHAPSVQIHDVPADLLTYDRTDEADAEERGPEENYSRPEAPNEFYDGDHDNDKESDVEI
Starred values were filed as active, the others as inactive; i = inactive; u = inconclusive; x = no result given. A portion of the library; count on the stated rates, not on these rows.

Assay codes: A = KCNQ1 block; B = KCNK3 block; C = KCNQ1 pot; D = RGS4 act; E = GSK3beta inhib; F = PolyA inh; G = DYRK1A inh; H = hERG protect; I = KCNK9 block; J = GSK3 alpha inh; K = HDAC3 inhib
1. CCc1nnc(NC(=O)c2ccc(S(=O)(=O)N(CCOC)CCOC)cc2)s1
  A: i; B: i; C: i; D: i; E: 0; F: i; G: 0; H: -5; I: i; J: 0; K: 1

2. CC(=O)Nc1ccc(NC(=O)CN(c2cccc(C(C)=O)c2)S(C)(=O)=O)cc1
  A: i; B: i; C: i; D: i; E: -1; F: i; G: 8; H: -5; I: i; J: 0; K: -8

3. COCCCNC(=O)CNC(=S)N(Cc1ccc(F)cc1)C1CCCCC1
  A: i; B: i; C: i; D: i; E: 2; F: i; G: -3; H: -10; I: i; J: 2; K: -2

4. COc1ccc2cc3cc(C(=O)NCc4ccccn4)oc3nc2c1
  A: i; B: i; C: i; D: i; E: 3; F: i; G: 33; H: -6; I: i; J: -3; K: -143

5. O=[N+]([O-])c1cc([N+](=O)[O-])c2nonc2c1Nc1ccccc1O
  A: i; B: i; C: i; D: i; E: 0; F: i; G: 2; H: -16; I: i; J: 1; K: 14

6. O=C(CSc1n[nH]c(-c2ccc(Cl)cc2Cl)n1)Nc1ccccn1
  A: i; B: i; C: i; D: i; E: 3; F: i; G: 4; H: -11; I: i; J: 3; K: 1

7. Cc1cc(C)nc(Nc2ncn[nH]2)n1
  A: i; B: x; C: i; D: i; E: -2; F: i; G: x; H: -2; I: i; J: 0; K: -7

8. COC(=O)CSc1nnc(-c2ccc3c(c2)OCO3)n1C
  A: i; B: i; C: i; D: i; E: 1; F: i; G: 0; H: -2; I: i; J: -2; K: -2

9. Cc1ccc2oc(-c3cccc(NC(=O)c4ccccn4)c3)nc2c1
  A: i; B: i; C: i; D: i; E: 2; F: i; G: -4; H: -5; I: i; J: -1; K: -5

10. COc1ccc(C2=CC(=O)N(Nc3ccccc3)C2=O)cc1
  A: i; B: x; C: i; D: i; E: 3; F: x; G: x; H: -10; I: i; J: -3; K: 1

11. CCc1ccc(NC(=O)[C@@H](NC(=O)[C@@H]2Cc3ccccc3CN2)C(C)CC)cc1 (some centres undefined)
  A: i; B: i; C: i; D: i; E: -1; F: i; G: x; H: -8; I: i; J: 0; K: 3

12. COc1cccc(/C=C(/C#N)c2nc3ccccc3[nH]2)c1OC(C)C(=O)O (centres undefined)
  A: i; B: i; C: i; D: i; E: -2; F: i; G: 0; H: -10; I: i; J: 1; K: -3

13. COc1ccc(C(=O)n2nc(-c3ccccc3)nc2N)cc1OC
  A: i; B: i; C: i; D: i; E: -6; F: i; G: -4; H: -5; I: i; J: -2; K: 62*

14. CCOC(=O)N1CCN(C(=O)C2CCN(S(=O)(=O)c3cc(OC)ccc3OC)CC2)CC1
  A: i; B: i; C: i; D: i; E: 1; F: i; G: 0; H: -4; I: i; J: -8; K: -11

15. COc1ccc(NC(=O)COc2ccc3c(c2)CCC3)cc1
  A: i; B: i; C: i; D: i; E: 4; F: i; G: x; H: 1; I: i; J: -3; K: -3

16. O=C(NC1CC1)C1=C[C@H](c2csc3ccccc23)C[C@H](OCc2ccc(CO)cc2)O1
  A: i; B: i; C: i; D: i; E: 0; F: i; G: -4; H: -10; I: i; J: 0; K: 11

17. O=C(COC(=O)CCC(=O)c1cccs1)NC1CC1
  A: i; B: i; C: i; D: i; E: 1; F: i; G: 1; H: -8; I: i; J: -2; K: 7

18. CCC(=O)Nc1nnc(S(=O)(=O)N2c3ccccc3CC2C)s1 (centres undefined)
  A: i; B: i; C: i; D: i; E: 1; F: i; G: 1; H: -6; I: i; J: -3; K: -1

19. CC(=O)c1cc2c(cc1NC(=O)c1cccc(S(=O)(=O)N3CCN(C)CC3)c1)OCO2
  A: i; B: i; C: i; D: i; E: -1; F: i; G: 7; H: -4; I: i; J: 3; K: -5

20. CC1CCN(C(=O)c2ccc3c(Cl)c4c(nc3c2)CCCC4)CC1
  A: i; B: i; C: i; D: i; E: 3; F: i; G: 5; H: -7; I: i; J: -3; K: 8

21. CCCCN1/C(=C/c2ccc3ccccc3[n+]2CC)Sc2ccccc21
  A: i; B: i; C: i; D: i; E: -3; F: i; G: 4; H: -40; I: i; J: x; K: x

22. Cc1cccc(-c2noc(CNS(=O)(=O)c3ccccc3)n2)c1
  A: i; B: i; C: i; D: i; E: 0; F: i; G: 19; H: -4; I: i; J: -3; K: -3

23. CCC(Oc1ccccc1)C(=O)Nc1cc(Cl)ccc1-n1cncn1 (centres undefined)
  A: i; B: i; C: i; D: i; E: 3; F: i; G: 7; H: -7; I: i; J: x; K: x

24. CC(=O)N1N=C(c2ccncc2)OC12CCCC2
  A: i; B: i; C: i; D: i; E: 1; F: i; G: -2; H: -5; I: i; J: -1; K: -19

25. CCCCn1c(N)c(N(CCOC)C(=O)c2ccc(-c3cccc(C(F)(F)F)c3)o2)c(=O)[nH]c1=O
  A: i; B: i; C: i; D: i; E: -4; F: i; G: 14; H: -17; I: i; J: -1; K: 7

26. CCCCOC1(c2ccccc2)OC(=O)c2ccccc21 (centres undefined)
  A: i; B: i; C: i; D: i; E: 1; F: i; G: 6; H: -9; I: -16*; J: -2; K: 3

27. CCn1c(/C=C/c2cccc([N+](=O)[O-])c2)nc2ccccc2c1=O
  A: i; B: i; C: i; D: i; E: 1; F: i; G: -5; H: -12; I: i; J: -3; K: 4

28. CN1CCN(c2ccc(S(=O)(=O)N3CCCCC3)cc2NC(=O)Cc2c(F)cccc2Cl)CC1
  A: i; B: i; C: i; D: i; E: 1; F: i; G: -4; H: -13; I: i; J: 2; K: -4

29. Cc1c(C(=O)NCc2cccs2)oc2ccc(Br)cc12
  A: i; B: i; C: i; D: i; E: -3; F: i; G: 0; H: -9; I: i; J: 1; K: 10

30. Cc1ccc(Cl)cc1N1CCN(CC(=O)Nc2ccc3[nH]c(=O)[nH]c3c2)CC1
  A: i; B: i; C: i; D: i; E: 0; F: i; G: 3; H: -11; I: i; J: 3; K: 0

31. COC(=O)Cn1c(=O)c2c(nc3n2CCCN3CCc2ccccc2)n(C)c1=O
  A: i; B: i; C: i; D: i; E: -1; F: i; G: 0; H: -6; I: i; J: -1; K: -1

32. C=CCn1c(SCC(=O)OCc2ccccc2)nc2c1c(=O)n(C)c(=O)n2C
  A: i; B: i; C: i; D: i; E: 0; F: i; G: -1; H: -7; I: i; J: 1; K: 2

33. c1cc2c3c(cccc3c1)C(N1CCCCCC1)=N2
  A: i; B: i; C: i; D: -7.4*; E: 1; F: i; G: 3; H: -11; I: i; J: -1; K: 8

34. O=C(Nc1ccccc1)Nc1ncc([N+](=O)[O-])s1
  A: i; B: i; C: i; D: i; E: -17; F: i; G: 14; H: -33; I: i; J: x; K: x

35. C/C(=C1/SC(=S)N(CCC(=O)O)C1=O)c1ccc(O)cc1
  A: i; B: i; C: i; D: i; E: -1; F: i; G: 11; H: -4; I: i; J: x; K: -11

36. CCOc1ccc(S(=O)(=O)N(C)c2ccc(OCC(=O)Nc3nccs3)cc2)cc1
  A: i; B: i; C: i; D: i; E: 0; F: i; G: -3; H: -12; I: i; J: 1; K: 2

37. O=C(c1ccc(Cl)cc1)N1CCC(O)(CSc2ccccc2)CC1
  A: i; B: i; C: i; D: i; E: 1; F: i; G: 2; H: -6; I: i; J: -5; K: 3

38. COc1ccccc1C(=O)O/N=C(\N)c1ccc(Cl)cc1
  A: i; B: i; C: i; D: i; E: 1; F: i; G: 2; H: -13; I: i; J: -2; K: 1

39. COc1ccc(C(=O)C2CCCN(C(=O)c3ccccc3C(C)=O)C2)cc1F (centres undefined)
  A: i; B: i; C: i; D: i; E: 3; F: i; G: 3; H: -7; I: i; J: -1; K: -1

40. CCOc1cc(/C=N/NC(=O)COc2nc(C)cc(COC)c2C#N)ccc1O
  A: i; B: i; C: i; D: i; E: 1; F: i; G: -1; H: -7; I: i; J: 0; K: 3

41. CN(C)c1ccc(NC(=O)Nc2csc3ccccc23)cc1
  A: i; B: i; C: i; D: i; E: -1; F: i; G: 6; H: -7; I: i; J: -1; K: 1

42. CCc1ccc(CNC(=O)C2CCCN(S(=O)(=O)N(CC)c3ccccc3)C2)cc1 (centres undefined)
  A: i; B: i; C: i; D: i; E: 2; F: i; G: 1; H: -9; I: i; J: 2; K: u

43. CCOC(=O)CSc1nc2sc3c(c2c(=O)n1CC)CC(C)(C)OC3
  A: i; B: i; C: i; D: i; E: -2; F: i; G: 2; H: -3; I: i; J: 3; K: -5

44. COC(=O)CCCC1=CC2=C(c3ccccc3)C(=O)C(C)(OC(=O)C3CCCC3)C(=O)C2=CN1C1CCCC1 (centres undefined)
  A: i; B: i; C: i; D: i; E: 2; F: i; G: 8; H: -10; I: i; J: 0; K: 4

45. CC(=O)c1c(C)nc(-c2ccc(Cl)cc2Cl)n1O
  A: i; B: i; C: i; D: i; E: -4; F: i; G: 5; H: -7; I: i; J: -3; K: 6

A different layout for seven compounds above.
| cpd | compound | KCNQ1 block | KCNK3 block | KCNQ1 pot | RGS4 act | GSK3beta inhib | PolyA inh | DYRK1A inh | hERG protect | KCNK9 block | GSK3 alpha inh | HDAC3 inhib |
| --- | --- | --- | --- | --- | --- | --- | --- | --- | --- | --- | --- | --- |
| 28 | CN1CCN(c2ccc(S(=O)(=O)N3CCCCC3)cc2NC(=O)Cc2c(F)cccc2Cl)CC1 | i | i | i | i | 1 | i | -4 | -13 | i | 2 | -4 |
| 29 | Cc1c(C(=O)NCc2cccs2)oc2ccc(Br)cc12 | i | i | i | i | -3 | i | 0 | -9 | i | 1 | 10 |
| 30 | Cc1ccc(Cl)cc1N1CCN(CC(=O)Nc2ccc3[nH]c(=O)[nH]c3c2)CC1 | i | i | i | i | 0 | i | 3 | -11 | i | 3 | 0 |
| 31 | COC(=O)Cn1c(=O)c2c(nc3n2CCCN3CCc2ccccc2)n(C)c1=O | i | i | i | i | -1 | i | 0 | -6 | i | -1 | -1 |
| 32 | C=CCn1c(SCC(=O)OCc2ccccc2)nc2c1c(=O)n(C)c(=O)n2C | i | i | i | i | 0 | i | -1 | -7 | i | 1 | 2 |
| 33 | c1cc2c3c(cccc3c1)C(N1CCCCCC1)=N2 | i | i | i | -7.4* | 1 | i | 3 | -11 | i | -1 | 8 |
| 34 | O=C(Nc1ccccc1)Nc1ncc([N+](=O)[O-])s1 | i | i | i | i | -17 | i | 14 | -33 | i | x | x |
